Screening data: PubChem, National Center for Advancing Translational Sciences (NCATS)
D1 PAM = enhances dopamine response at the human D1 receptor. P21728. HEK293 TREx D1 cells, calcium flux, dopamine EC20 potentiation. potentiation, % at 10 µM. 360,000 tested, 0.036% active; in the data active means potentiation above about 30%; further: 0% is about no effect
Target sequence (P21728 whole entry, looked up): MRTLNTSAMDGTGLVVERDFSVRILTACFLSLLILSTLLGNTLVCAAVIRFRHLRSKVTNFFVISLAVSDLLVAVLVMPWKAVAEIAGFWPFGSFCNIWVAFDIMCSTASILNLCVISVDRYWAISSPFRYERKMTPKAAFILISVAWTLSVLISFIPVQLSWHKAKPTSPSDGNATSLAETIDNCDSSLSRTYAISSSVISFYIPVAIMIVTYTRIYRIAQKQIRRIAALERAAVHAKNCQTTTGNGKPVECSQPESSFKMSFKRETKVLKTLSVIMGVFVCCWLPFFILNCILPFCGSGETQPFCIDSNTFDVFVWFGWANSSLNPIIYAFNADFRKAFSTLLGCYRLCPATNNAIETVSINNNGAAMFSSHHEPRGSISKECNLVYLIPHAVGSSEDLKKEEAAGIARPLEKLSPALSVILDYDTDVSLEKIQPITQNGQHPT
RXFP1 antagonist = antagonists of human relaxin receptor RXFP1 | AID 1259400 | HEK293-RXFP1, relaxin-stimulated cAMP HTRF, 30 min; active compounds read low | 350,000 tested, 0.59% active | activity change, negative = inhibition, % at 57.5 µM | Q9HBX9;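 active means activity change of -60% or lower, but not beyond a set lower limit; inconclusive means change between -60% and -40%, or beyond the set limit; inactive means change above -40%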; further: on the % scale 0 is the no-effect control and ±100 the full control effect
D1 antag = blocks dopamine activation of the human D1 receptor; P21728; activity change, negative = inhibition, % at 10 µM; HEK293 TREx D1 cells, calcium flux, dopamine EC80; active compounds read low; 360,000 tested, 3.2% active; in the data active means activity change below about -30%; further: on the % scale 0 is the no-effect control and ±100 the full control effect
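Tetracycline-induced HEK293 T-REx cells with force-coupled D1 receptor were loaded with a no-wash calcium dye. Compound was added after a 10 s baseline and read kinetically for 180 s; EC80 dopamine was then added and calcium flux followed another 180 s.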
D2 antagonist = antagonists of human D2 dopamine receptor; P14416; HEK293 TREx D2 cells, calcium flux, dopamine EC80; inhibition, % at 10 µM; 340,000 tested, 2% active; in the data active means inhibition above about 30%; further: 0% is about no effect
Target sequence (P14416 whole entry, looked up): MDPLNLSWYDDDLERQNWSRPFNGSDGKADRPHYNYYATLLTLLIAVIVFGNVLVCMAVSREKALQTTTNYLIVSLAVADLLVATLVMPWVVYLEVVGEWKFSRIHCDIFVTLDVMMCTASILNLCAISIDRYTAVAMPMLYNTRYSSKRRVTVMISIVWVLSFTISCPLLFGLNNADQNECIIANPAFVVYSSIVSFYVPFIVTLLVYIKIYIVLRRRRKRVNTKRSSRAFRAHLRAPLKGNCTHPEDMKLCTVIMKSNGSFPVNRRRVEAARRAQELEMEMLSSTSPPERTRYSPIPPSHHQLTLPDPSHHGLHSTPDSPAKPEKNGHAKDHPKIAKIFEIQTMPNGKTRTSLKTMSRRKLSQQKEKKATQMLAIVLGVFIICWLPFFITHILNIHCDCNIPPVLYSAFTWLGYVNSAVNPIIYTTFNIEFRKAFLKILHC
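Tetracycline-induced HEK293 T-REx cells expressing D2 force-coupled to calcium signalling were dye-loaded, exposed to compound for 180 s, then challenged with an EC80 of dopamine; calcium flux was followed kinetically for a further 180 s.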
TRHR agonist = TRH receptor (human) agonism; P34981; TRHR cells, calcium flux fluo-8, FDSS agonist mode; activation, % at 2 µM; 360,000 tested, 0.18% active; AID 493084; further: 0% is about no effect
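Steps: seed TRHR cells overnight; add fluo-8 no-wash Ca dye, RT 30 min–1.5 h; record 10 s baseline; pin-transfer compounds; monitor fluorescence 1 cycle/s for the agonist window. Calcium increases flag candidate agonists.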
TRHR PAM = allosteric enhancers of human TRH receptor; 360,000 tested, 0.66% active; AID 493056; enhancement, % at 2 µM; TRHR cells, fluo-8 calcium fluorescence, EC20 TRH enhancement; in the data active means enhancement above about 30%; further: 0% is about no effect
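Enhancer read-out: after compound pinning and an initial kinetic agonist-mode read, an EC20 of TRH (10 nM final) was injected and fluo-8 calcium signal (Ex 480/Em 530) followed at 1 s/cycle for 100 cycles in TRHR-expressing cells.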
D2 agonist = activates the human D2 dopamine receptor | P14416 | HEK293 T-REx D2 cells, calcium flux agonist mode | activation, % at 2 µM | 340,000 tested, 0.53% active;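 active means activation over 3 SD above normal in the single-dose calcium agonist read, cut at about 30% in these data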; further: 0% is about no effect
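Agonism scored from kinetic calcium signal (1 read/sec, 180 s) following compound pin transfer, after a 10 s baseline. Cells: HEK293 Trex line expressing inducible D2 receptor coupled to calcium, dye-loaded after overnight culture at 30 C.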
D1 agonist = activates the human D1 dopamine receptor; HEK293 T-REx D1 cells, calcium flux, agonist mode; P21728; activation, % at 2 µM; 360,000 tested, 1% active; further: 0% is about no effect
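Inducible HEK293 T-REx D1 cells, force-coupled to calcium signalling, were plated at 4000 cells/well with tetracycline and held overnight at 30 C. After no-wash calcium dye loading, compound-evoked calcium rise over 180 s flagged agonists.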
D2 PAM = positively modulates the human D2 dopamine receptor allosterically; AID 485347; P14416; 340,000 tested, 0.34% active; HEK293 T-REx D2, calcium flux, EC20 dopamine potentiation; potentiation, % at 10 µM;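 active means potentiation over 3 SD above the plate norm, cut at about 30% in these data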; further: 0% is about no effect
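Potentiation of an EC20 dopamine calcium response measured kinetically over 180 s, after a preceding 180 s compound-only read flagging agonists. Cells: inducible Hek293 Trex D2 line, 4000/well, cultured overnight at 30 C before dye loading.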
The depositor's hits bear a star; ? = inconclusive; nt = not tested or not shown. Unless noted, no stated cut-off is given here; in the data, active means activation above about 30%; inactive means the rest.

SMILES	D1 PAM	RXFP1 antagonist	D1 antag	D2 antagonist	TRHR agonist	TRHR PAM	D2 agonist	D1 agonist	D2 PAM
CCc1ccccc1NC(=O)CSc1nnc(COc2ccccc2Cl)o1	2	-3	9	nt	-1.0	5	-1.8	2	-6
Cc1ccc(OC(C)C(=O)N2CCc3ccccc32)cc1 (configuration not stated)	2	-10	18	9	6.5	-7	8.2	5	1
Clc1ccc(OCCOCCN2CCCCC2)c(Br)c1	-11	-1	-45*	77*	11	-5	0.9	20	-25
O=C(Cn1cnc2c(oc3ccccc32)c1=O)NCc1ccco1	-3	-3	-11	24	0.6	-4	0.5	1	11
Cc1ccc(NC(=O)NCC(c2ccccc2)N(C)C)cc1 (configuration not stated)	-5	-2	10	-23	-0.1	3	0.4	6	-22
Cc1cccc(Cc2c(C)nc3c(C(=O)N4CCN(Cc5ccc6c(c5)OCO6)CC4)cnn3c2C)c1	-2	-2	2	19	0.4	-3	19	6	-9
Clc1ccccc1OCc1nc(-c2ccncc2)no1	-6	-5	-2	12	1.2	2	0.4	9	-9
CC[n+]1ccc(C(=O)NCc2ccccc2)cc1	2	-11	11	-2	0.5	-1	1.6	0	-6
Cc1cccc2c1NC(=O)C21N2CCCC2C(C(=O)c2ccc3ccccc3c2)C12C(=O)Nc1ccccc12 (configuration not stated)	5	-25	12	4	-0.4	3	0.2	0	1
COCc1cc(CN2CCCC(CNC(=O)c3ccc(F)cc3)C2)ccc1OC (configuration not stated)	-2	18	-3	8	-0.3	5	0.9	0	-10
CCOc1cc(NC(=O)c2cccs2)c(OCC)cc1NC(=O)CCC(=O)NCC1CCCO1 (configuration not stated)	-3	-12	-7	20	-1.5	6	-0.6	-2	-2
O=C(COc1ccc(Br)cc1)N1CCc2ccccc2C1	0	-1	0	-9	-0.5	-2	-0.7	0	3
CCc1ccc(C(=O)Nc2cccc(-c3nn[nH]n3)c2)s1	-4	-3	-9	nt	-0.3	-2	nt	4	-6
N#C/C(=C\c1ccccc1)c1ccccn1	-6	2	-10	12	0.1	-6	-0.3	2	-2
CC(=O)OCC(OC(C)=O)C(OC(C)=O)C(OC(C)=O)C(=O)Nc1ccc(C)cc1 (configuration not stated)	4	-2	7	7	-2.5	12	0.2	3	-5
CCOc1ccc(OCC)c(NC(=O)CSc2nc3ccccc3c(=O)n2C)c1	0	-8	-1	-7	-0.3	-2	-0.8	4	4
CCCCn1c(N)c(N(CC(C)C)C(=O)c2cnccn2)c(=O)[nH]c1=O	-3	25	25	10	0.6	-4	0.2	2	-6
O=C(NCC1CCCO1)c1cccc2ccccc12 (configuration not stated)	2	-12	-4	9	0.9	17	-0.3	1	10
O=C(CSc1ccc2nnc(-c3cccnc3)n2n1)NCc1ccc2c(c1)OCO2	-6	nt	-5	4	-0.4	1	1.4	0	-4
COc1ccccc1N1CCN(Cc2ccc(OC)c(OC)c2OC)CC1	-3	3	-8	81*	-0.5	-5	0.6	3	-30

Brought forward from above: 7 compounds, followed by the next part.
SMILES	D1 PAM	RXFP1 antagonist	D1 antag	D2 antagonist	TRHR agonist	TRHR PAM	D2 agonist	D1 agonist	D2 PAM
N#C/C(=C\c1ccccc1)c1ccccn1	-6	2	-10	12	0.1	-6	-0.3	2	-2
CC(=O)OCC(OC(C)=O)C(OC(C)=O)C(OC(C)=O)C(=O)Nc1ccc(C)cc1 (configuration not stated)	4	-2	7	7	-2.5	12	0.2	3	-5
CCOc1ccc(OCC)c(NC(=O)CSc2nc3ccccc3c(=O)n2C)c1	0	-8	-1	-7	-0.3	-2	-0.8	4	4
CCCCn1c(N)c(N(CC(C)C)C(=O)c2cnccn2)c(=O)[nH]c1=O	-3	25	25	10	0.6	-4	0.2	2	-6
O=C(NCC1CCCO1)c1cccc2ccccc12 (configuration not stated)	2	-12	-4	9	0.9	17	-0.3	1	10
O=C(CSc1ccc2nnc(-c3cccnc3)n2n1)NCc1ccc2c(c1)OCO2	-6	nt	-5	4	-0.4	1	1.4	0	-4
COc1ccccc1N1CCN(Cc2ccc(OC)c(OC)c2OC)CC1	-3	3	-8	81*	-0.5	-5	0.6	3	-30
CC(C)Sc1n[nH]c(=O)n1-c1ccccc1	2	-11	5	nt	-0.7	-5	nt	0	nt
COc1ccc(CCNC(=O)C2CCCN(S(=O)(=O)c3cccc4nonc34)C2)cc1OC (configuration not stated)	-3	-7	-12	-14	-0.5	-4	0.4	1	-2
COCCn1cnc2c1c(=O)n(CC(=O)Nc1cc(C)on1)c(=O)n2Cc1ccccc1	4	-9	-5	-26	-0.2	2	-1.3	2	7
Cc1ccc(C(=O)OCC(=O)Nc2ccc(C(N)=O)cc2)s1	3	-3	1	-8	-0.1	-3	0.3	2	-8
CCCN(CC1CC1)C(=O)Nc1ccccc1C	-2	-9	-5	7	-0.1	3	-0.7	0	8
CCOC(=O)c1c(C)[nH]c(CCC(=O)NCc2ccc(F)cc2)c1C	0	-7	3	nt	-0.3	-1	-1.5	-2	-6
Cc1cccn2c(=O)cc(CSc3nnc(NC(=O)c4ccc(F)cc4)s3)nc12	0	-7	-3	nt	0.0	-3	0.5	0	-8
CCOc1ccccc1NC(=O)CSc1nc(=O)n(Cc2ccncc2)c2c1CCC2	-9	-6	-12	4	-0.8	-8	0.5	2	5
FC(F)Sc1ccc(-n2cc(-c3ccccc3)[n+]3c2CCC3)cc1	-6	2	-5	7	-0.8	8	-0.9	2	-21
CCCn1nc(NC(=O)c2ccco2)c2cc3ccccc3nc21	-6	-16	nt	nt	-0.3	-8	nt	-3	nt
COc1cccc(C(=O)Nc2ccc3nc(SCC(=O)N4CCOCC4)sc3c2)c1	-1	-96*	-3	nt	0.4	1	-0.3	0	5
Cc1ccc(S(=O)(=O)CCC(=O)OC(C)C(=O)c2c(C)[nH]c3ccccc23)cc1 (configuration not stated)	-3	-4	-7	-3	0.1	3	0.2	3	9
O=C(NC1CCCCCC1)c1ccc2nc3cc(Cl)ccc3c(=O)n2c1	-2	-13	-3	2	0.3	1	0.3	2	0
Cc1cccc(N2CCN(C(=O)CS(=O)(=O)Cc3nc(-c4ccccc4F)oc3C)CC2C)c1 (configuration not stated)	-3	-8	4	-21	-0.8	6	-1.9	3	12
COc1cccc(NC(=O)CSc2nc3c(oc4ccccc43)c(=O)[nH]2)c1	6	nt	6	7	-0.3	-9	0.6	0	-2
N#C/C(=C\c1ccc(O)c(O)c1)C(=O)N1CCCC1	0	4	7	-1	5.1	6	0.9	5	11
Cc1ccn2c(Nc3ccc4c(c3)OCCO4)c(-c3ccc(C)s3)nc2c1	-1	nt	-16	nt	-1.1	-4	-0.9	3	1
CC(C)NC(=S)NCc1cccs1	-2	1	-7	-6	0.5	2	0.4	1	-2
COc1ccc(C(CNC(=O)C(C)Oc2ccc(Br)cc2)N2CCOCC2)cc1 (configuration not stated)	-8	-7	-4	-10	-0.2	-5	0.1	0	-14
COc1ccccc1-c1cc(C(F)(F)F)nc(S(=O)(=O)CCCC(=O)Nc2cccnc2Cl)n1	0	-1	-3	-9	-0.2	-7	4.4	2	2
Cc1ccc(SCC(=O)NCCCN2CCOCC2)cc1	0	-3	19	-5	-1.7	-2	0.6	2	nt
O=C(Cc1ccc(Br)cc1)N1CCN(c2ccccc2)CC1	-2	2	-21	nt	-0.4	3	nt	1	nt
Nc1nnc(CC(=O)N/N=C/c2cc([N+](=O)[O-])cc(Br)c2O)s1	nt	10	7	-13	0.5	0	0.0	6	25
COc1ccc(CCNC(=O)Cn2c(=O)n(-c3ccc(F)cc3)c(=O)c3sccc32)cc1OC	-1	-10	3	23	-0.3	2	1.0	2	nt
Cc1ccc(Nc2ccc([N+](=O)[O-])cn2)cc1Cl	-3	-4	-3	6	0.6	-4	0.1	2	1
O=C(COC(=O)Cc1n[nH]c(=O)c2ccccc12)NNC(=O)c1ccc(Cl)cc1	-1	-2	4	5	-0.3	-5	0.2	1	5
COc1ccccc1NC(=S)N(Cc1ccc(C)cc1)Cc1ccccn1	-1	5	-7	20	0.3	6	0.9	3	nt
COc1ccc(CCC(=O)NCc2nc3cccnc3n2Cc2ccc(F)cc2)cc1	3	4	28	nt	-0.8	-2	nt	1	-2
Cc1cc(C)nc(N2CCCC(C(=O)Nc3ccc(F)cc3)C2)n1 (configuration not stated)	-7	-14	6	18	-1.3	-6	-0.7	5	-13
Cc1nc2sc(-c3ccccc3)cc2c(=O)[nH]1	0	4	4	0	0.9	-6	0.6	5	-6
O=C(CSc1nc(COc2ccccc2)nc2ccccc12)NC1CCCC1	-2	-17	7	-4	0.0	-2	0.8	2	11
Cc1ccc(S(=O)(=O)CC(=O)N(CCCN2CCOCC2)c2nc3c(F)cccc3s2)cc1	1	?	10	9	0.2	2	0.5	1	-7
O=C(O)c1cccc(CSc2nnc(-c3ccco3)o2)c1	-1	-8	-27	-1	-0.6	-11	-0.1	1	-4
O=C1CCCCCC1C1(O)C(=O)Nc2ccc(Br)cc21 (configuration not stated)	-6	0	-10	-14	0.5	8	-0.2	1	-9
Cc1nc2c(-c3ccccc3)c(C)nn2c(C)c1CCC(=O)NCc1ccccc1	-6	nt	-26	nt	-0.1	-4	-0.3	0	-4
COc1cc([N+](=O)[O-])ccc1N=Nc1c(N)[nH]n(-c2ccccc2)c1=O	-5	5	-7	nt	0.0	5	nt	2	nt
NC(=O)c1ccc(NC(=O)COC(=O)C2(c3ccccc3F)CCCC2)cc1	-6	-1	-22	10	-1.1	-6	1.8	3	-6
Cc1ccc(NC(=O)C2CC(=O)n3ncnc3N2)cc1 (configuration not stated)	0	10	2	nt	1.6	-2	nt	0	nt
CC(=O)/C(C(=N)N1CCN(C(c2ccccc2)c2ccccc2)CC1)=C(\C)O	-3	-14	19	6	0.0	2	-1.1	2	-3
CCc1ccccc1N(C)C(=O)C1CCCN(c2ncnc3onc(-c4ccc(F)cc4)c23)C1 (configuration not stated)	-6	-11	-3	nt	1.6	14	-0.5	2	-4
CC1CCN(c2nc(CN3CCCCC3)nc3scc(-c4ccccc4)c23)CC1	2	-20	15	20	1.4	-4	-1.0	11	-28
Cc1nc(N)nc2c1CCCC2	4	1	3	-9	0.4	4	1.4	0	-9
CCn1c(SCC(N)=O)nnc1-c1ccc2[nH]c(C)c(C)c2c1	12	11	0	7	0.4	-5	0.5	1	-3
O=C(Cc1c[nH]c2ccccc12)NCc1ccccc1F	8	4	-1	8	-0.2	-5	-0.3	2	24
CS(=O)(=O)N1CCC(C(=O)NCc2ccc(F)cc2)CC1	3	10	-2	-4	-0.4	-4	0.6	-1	1
